ERp5 block: blocks human ERp5 reductase activity on insulin; ERp5 insulin aggregation, absorbance 650 nm, 90 min; actives 0.05% (n = 350,000); AID 651711; Q15084; inhibition, % at 9.99 µM;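 active = mean replicate inhibition above about 25%, with every replicate also reaching it, limit read from the data, passing the limit was not always enough; inconclusive = only one of those two criteria met; inactive = neither criterion met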
Target sequence (Q15084 whole entry, looked up): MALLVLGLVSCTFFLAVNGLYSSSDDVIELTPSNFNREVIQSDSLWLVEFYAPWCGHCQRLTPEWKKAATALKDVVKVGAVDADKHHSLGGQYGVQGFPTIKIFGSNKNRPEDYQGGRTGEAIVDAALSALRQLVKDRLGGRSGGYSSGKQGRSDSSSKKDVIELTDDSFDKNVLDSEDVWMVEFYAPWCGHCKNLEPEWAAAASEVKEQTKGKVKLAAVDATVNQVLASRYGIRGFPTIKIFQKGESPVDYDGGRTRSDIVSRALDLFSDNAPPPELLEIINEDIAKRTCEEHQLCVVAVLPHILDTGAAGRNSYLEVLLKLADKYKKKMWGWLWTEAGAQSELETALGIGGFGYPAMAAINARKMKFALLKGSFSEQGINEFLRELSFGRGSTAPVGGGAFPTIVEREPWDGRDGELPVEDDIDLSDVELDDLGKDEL
PAX8 reporter: PAX8 transcriptional activity inhibition; actives 1.2% (n = 360,000); inhibition, % at 12.6 µM; AID 652154; RMG-I TPO-luciferase reporter, SteadyGlo, 24 h;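 active = mean replicate inhibition at least 60% with every replicate also reaching 60%; inconclusive = only one of the two criteria is met; inactive = mean below 60% and not all replicates reaching 60%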;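 also: luciferase light reporting Pax8 driven TPO promoter activity; plate controls were median of neutral control wells for no effect and mitoxantrone controls for full effect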
DENV2 CPE: DENV2-induced cell death inhibition; DENV2-infected cells, cytopathic effect rescue, plate reader; CPE inhibition, % at 9.99 µM; actives 1.7% (n = 350,000); in the data active = CPE inhibition above about 20%, passing the limit was not always enough; inconclusive = no clear call, values can overlap the other calls; tested in BHK-21 cells;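 also: 0% = median of neutral control wells and 100% = median of positive control wells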
EWS-Fli inh: blocks EWS/Fli oncoprotein-driven transcription. actives 0.67% (n = 350,000). AID 651661. inhibition, % at 12.6 µM. A673 NR0B1-luciferase reporter, viability-normalised;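 active = mean inhibition of at least 50% after viability correction, with every replicate also passing that limit; inconclusive = mean reaches 50% but only one of two replicates passes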;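 also: firefly luciferase signal divided by Alamar Blue viability fluorescence both relative to DMSO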
ARNT-TACC3 inh: ARNT/TACC3 interaction disruption; actives 0.66% (n = 390,000); AlphaScreen His-ARNT PAS-B/GST-TACC3 binding, luminescence; TACC3 fragment carries E629A point mutation; AID 623870; inhibition, % at 9.99 µM;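 active = mean inhibition of replicates at least 50% and at least half of replicates each reaching 50%; inconclusive = half or more replicates reach 50% but mean below 50%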;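 also: 0% = complete ARNT plus TACC3 wells and 100% = ARNT alone without TACC3; many hits fall short of the cut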
XiGFP reactiv: reactivates the inactive X chromosome in mouse fibroblasts; XiGFP mouse fibroblasts, % GFP-positive cells imaging, 3 d; cells co-treated with 5-aza-dC sensitizer; scaled so ellipticine positive control = 100%; activation, % at 7.58 µM; actives 0.055% (n = 360,000);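 active = mean normalized replicate activation at least 10% and every replicate at or above 10%; inconclusive = only one of the two criteria met; inactive = mean below 10% and not all replicates reach 10%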;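 also: 0% = median of on-plate neutral control wells and 100% = ellipticine 6 µM median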
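Assay system: SV40-immortalized XiGFP fibroblast cells, line 68-5-11; buffer or medium: DMEM plus 5-aza-dC sensitizer; compound: one concentration, pinned; timing: compounds 3 days, fix/stain 15 min at room temperature; benchmarks: positive control ellipticine, 6 µM final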
F508del corr: correctors of CFTR F508del function in bronchial epithelial cells | CFBE cells, YFP halide quenching; stimulated with forskolin plus potentiator P3; % fluorescence drop versus neutral controls | activity (quench increase), % at 7.58 µM | actives 0.36% (n = 350,000);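 active = mean added fluorescence quench of at least 8% versus neutral control, with both replicates also reaching 8%; inconclusive = only one of the mean or replicate conditions met; inactive = mean below 8% and not both replicates reaching 8%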;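 also: cells transiently co-express mutant CFTR-F508del with the halide-sensitive YFP; corrector assay measuring rescue of mutant channel to the surface after 24 h compound exposure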
GSIS activator: primary screen for activators of insulin secretion dependent on glucose, INS-1E cells, GLuc reporter luminescence; INS-1E GLuc reporter insulin secretion, 2-3 h; activation, % at 16.6 µM; actives 0.61% (n = 370,000);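 active = lowest replicate activation of at least 40%, so every replicate reaches that level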;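 also: 0% = median of neutral control wells and 100% = median of IBMX positive control wells; some compounds called inactive have numbers as strong as hits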
The depositor's hits bear a star; ? = inconclusive; nt = no result given; & = joins results of further samples. The order is random; 4.2% or so of the library scored in one or more.

SMILES	ERp5 block	PAX8 reporter	DENV2 CPE	EWS-Fli inh	ARNT-TACC3 inh	XiGFP reactiv	F508del corr	GSIS activator
COc1ccc(Cc2nc3ccc(C(=O)NC(C)Cc4ncccc4C)cc3o2)cc1OC (configuration not stated)	5.2	nt	10.2	-23.5	1.7	-0.1	5.4	-8.0
CC(=O)Oc1ccccc1C(=O)OCCN=C1NS(=O)(=O)c2ccccc21	-0.8	-9.7	-1.7	2.8	-0.2	0.0	1.2	7.0
CCCC(=O)Nc1ccc2c(c1)C(=O)N(C)C[C@@H](OC)[C@H](C)CN(Cc1ccccn1)[C@H](C)CO2	-2.9	-4.8	5.0	-2.2	-0.3	0.1	2.6	6.4
CN1C(=O)c2cc(NC(=O)C3CCCC3)ccc2OC[C@@H]2O[C@@H](CC(=O)NCc3ccccc3F)CC[C@@H]21	-1.9	7.4	-1.1	-3.5	nt	0.0	-1.0	-12.3
Nc1nc(-c2ccccn2)nc(N)c1Cc1c(F)cccc1Cl	-3.0	-12.1	0.4	21.7	nt	0.0	-1.3	5.7
COc1ccc(OC)c(-c2cc(C(=O)N/N=C(\C)c3cccnc3)c3ccccc3n2)c1	-1.9	7.8	?	nt	1.7	0.0	1.6	-2.7
COc1ccc([C@@H]2CC=C(C(=O)O)[C@H](c3ccc(F)cc3)N2S(=O)(=O)c2ccc(Cl)cc2)cc1	-8.4	16.9	4.1	4.1	0.9	-0.2	2.0	3.4
C[C@H](CO)N1C[C@H](C)[C@@H](CN(C)CC2CCCCC2)Oc2ccc(NC(=O)Cn3cnnn3)cc2C1=O	13.9&1.5	-34.3	?	-1.9&-2.0	-5.2&-11.4	-0.1&0.1	-2.8&-0.8	-3.3&16.2
Cn1nnc(NC(=O)c2ccc(Br)o2)n1	-3.7	-5.7	-2.0	nt	-2.7	0.0	1.1	10.5
C[C@@H]1CN([C@@H](C)CO)C(=O)c2cc(NC(=O)NC3CCCCC3)ccc2O[C@H]1CN(C)Cc1ccc(Oc2ccccc2)cc1	19.3	nt	5.9	2.3	-7.5	-0.5	-3.6	-25.9

Three entries already listed, arranged by molecular weight, ascending.
SMILES	ERp5 block	PAX8 reporter	DENV2 CPE	EWS-Fli inh	ARNT-TACC3 inh	XiGFP reactiv	F508del corr	GSIS activator
Cn1nnc(NC(=O)c2ccc(Br)o2)n1	-3.7	-5.7	-2.0	nt	-2.7	0.0	1.1	10.5
COc1ccc(Cc2nc3ccc(C(=O)NC(C)Cc4ncccc4C)cc3o2)cc1OC (configuration not stated)	5.2	nt	10.2	-23.5	1.7	-0.1	5.4	-8.0
COc1ccc([C@@H]2CC=C(C(=O)O)[C@H](c3ccc(F)cc3)N2S(=O)(=O)c2ccc(Cl)cc2)cc1	-8.4	16.9	4.1	4.1	0.9	-0.2	2.0	3.4

Single records, from the list above:
CN1C(=O)c2cc(NC(=O)C3CCCC3)ccc2OC[C@@H]2O[C@@H](CC(=O)NCc3ccccc3F)CC[C@@H]21 reads ERp5 block = -1.9; PAX8 reporter = 7.4; DENV2 CPE = -1.1; EWS-Fli inh = -3.5; ARNT-TACC3 inh = nt; XiGFP reactiv = 0.0; F508del corr = -1.0; GSIS activator = -12.3
C[C@H](CO)N1C[C@H](C)[C@@H](CN(C)CC2CCCCC2)Oc2ccc(NC(=O)Cn3cnnn3)cc2C1=O reads ERp5 block = 13.9&1.5; PAX8 reporter = -34.3; DENV2 CPE = ?; EWS-Fli inh = -1.9&-2.0; ARNT-TACC3 inh = -5.2&-11.4; XiGFP reactiv = -0.1&0.1; F508del corr = -2.8&-0.8; GSIS activator = -3.3&16.2

Other compounds.
SMILES	ERp5 block	PAX8 reporter	DENV2 CPE	EWS-Fli inh	ARNT-TACC3 inh	XiGFP reactiv	F508del corr	GSIS activator
O=S(=O)(O)c1ccc(N=NNc2ccc(Br)cc2)cc1	-1.1	0.2	8.6	5.0	4.3	0.1	4.8	-11.7
C[C@@H]1CN([C@@H](C)CO)C(=O)c2cccc(NC(=O)Nc3ccc(F)cc3)c2O[C@H]1CN(C)C(=O)Nc1ccc(F)cc1	0.5	nt	14.7	9.8	3.1	-0.1	0.6	-3.0
O=S(=O)(NCC[C@@H]1CC[C@@H](NS(=O)(=O)c2cccc(Cl)c2)[C@@H](CO)O1)c1cccc(F)c1	9.4	-1.9	-5.4	1.1	-8.9	0.0	-2.6	-35.6
COc1ccccc1NC(=O)C(C)N1C(=O)c2ccccc2C1=O (configuration not stated)	4.4	3.6	-5.1	3.9	-7.0	0.1	2.9	nt
O=C(NC1CCCCC1)N[C@@H]1CC[C@@H](CCNS(=O)(=O)c2ccccc2)O[C@@H]1CO	1.2	10.8	-1.0	-9.3	-6.0	0.6	-0.4	4.9
CC(=O)Nc1ccc(S(=O)(=O)Nc2ccc(S(=O)(=O)N3CCCC3)cc2)cc1	0.7	nt	?	5.1	-0.3	nt	0.4	21.9
CCCC#Cc1ccc([C@@H]2[C@@H](CO)N3CCCCN(CC4CCOCC4)C[C@H]23)cc1	3.6	12.9	?	-0.7	-4.1	0.0	-1.5	0.2
O=C(NCCc1ccc(Cl)cc1)c1ccc(OCC2CCCO2)cc1 (configuration not stated)	3.1	-70.6	7.8	-61.2	-6.2	0.0	0.1	-5.6
O=C(NCc1ccccc1F)C1CCCN1C(=O)Nc1cccc(F)c1 (configuration not stated)	3.2	11.4	-3.9	-0.3	2.5	-0.1	-1.1	-0.8
CC=Cc1cc(OC)c2c(c1)C(C)C(c1ccc(O)c(OC)c1)O2 (configuration not stated)	-6.5	7.9	-4.4	14.9	3.1	0.2	-0.8	-18.5

2 compounds picked at random from the list so far, as already listed:
SMILES	ERp5 block	PAX8 reporter	DENV2 CPE	EWS-Fli inh	ARNT-TACC3 inh	XiGFP reactiv	F508del corr	GSIS activator
O=S(=O)(NCC[C@@H]1CC[C@@H](NS(=O)(=O)c2cccc(Cl)c2)[C@@H](CO)O1)c1cccc(F)c1	9.4	-1.9	-5.4	1.1	-8.9	0.0	-2.6	-35.6
COc1ccccc1NC(=O)C(C)N1C(=O)c2ccccc2C1=O (configuration not stated)	4.4	3.6	-5.1	3.9	-7.0	0.1	2.9	nt

(further entries)
SMILES	ERp5 block	PAX8 reporter	DENV2 CPE	EWS-Fli inh	ARNT-TACC3 inh	XiGFP reactiv	F508del corr	GSIS activator
COC(=O)c1c(NC(=O)COC(=O)CNC(=O)c2cccc(OC(F)F)c2)sc(C)c1C	0.3	21.8	7.3	4.2	nt	0.3	1.5	6.5
Cc1c(N2C(=O)c3ccccc3C2(O)c2ccccc2)c(=O)n(-c2ccccc2)n1C (configuration not stated)	-6.1	7.6	1.4	3.1	-7.1	-0.1	-0.3	17.1
COc1ccc2c3c([nH]c2c1)[C@H](CO)N(C(=O)Cc1ccccn1)CC31CCN(Cc2ccccn2)CC1	-2.5	-0.7	-4.7	-3.2	nt	0.3	0.7	-3.2
COc1ccc(NC(=O)Nc2ccc3c(c2)CC(=O)N([C@@H](C)CO)C[C@@H](C)[C@@H](CN(C)S(=O)(=O)c2cccs2)O3)cc1	8.5	-4.2	2.4	-9.6	nt	0.1	-2.0	-15.6
S=C1NC[C@H](Cc2ccccc2)N1CC1CCN(CCCC2CCCCC2)CC1	1.7	-0.6	4.6	28.0	nt	-0.1	1.4	-34.8
Cc1cccc(-n2cc(CN3CCN(C(=O)c4ncn[nH]4)CC3)c(-c3cccc(F)c3)n2)c1	-2.1	-12.1	2.1	-12.8	-7.6	0.3	-1.4	0.4
C[C@@H]1CCCCO[C@H](CN(C)C(=O)Cc2ccccc2)[C@@H](C)CN([C@@H](C)CO)C(=O)c2cc(NS(=O)(=O)c3ccc(Cl)cc3)ccc2O1	2.0	78.5*	1.3	1.9	nt	0.3	-2.1	-16.4
CC(C)(C)S(=O)N1Cc2cc(C(=O)N3CCc4ccccc4C3)nc(-c3cccc(-c4ccncc4)c3)c2[C@H]1CCO (some centres not stated)	2.4	12.6	-1.5	22.8	nt	0.0	2.4	1.4
CC(O)[C@H](NC(=O)C1CCN(C(=O)[C@H](Cc2ccccc2)NC(=O)OC(C)(C)C)CC1)C(=O)O (some centres not stated)	-1.2	-0.8	7.3	4.0	-6.3	0.0	0.9	-3.4

Screens deposited in PubChem by Broad Institute.
